TEAD-YAP block: TEAD-YAP interaction inhibition, primary screen, TEAD-YAP interaction inhibitor project, luminescence, HEK-TIYL cells; TEAD-Gal4/YAP UAS-luciferase luminescence; inhibition, % at 9.12 µM; actives 1.4% (n = 640,000); AID 1259422, 2018; in the data active = inhibition above about 32%;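 also: 0% = median of test compound wells and 100% = reference inhibitor wells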
FBW7 act: FBW7 E3 ligase activators, primary screen, biochemical, AlphaScreen, human; F-box/WD repeat-containing protein 7 (Homo sapiens), Q969H0; AlphaScreen FBW7–phospho-cyclin E peptide binding, activator screen; normalized activity (activation), % at 26.1 µM; actives 0.13% (n = 650,000); AID 1259310, 2017; in the data active = normalized activity above about 1.9%;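 also: purified mutant Fbw7 with reduced substrate affinity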
GPR151 activ: activators of human GPR151, primary screen, cell-based, PathHunter beta-arrestin, luminescence | G-protein coupled receptor 151 (Homo sapiens), Q8TDV0 | PathHunter beta-arrestin GPR151 cells | activation, % at 11.2 µM | actives 1% (n = 650,000) | AID 1508602, 2020; in the data active = activation above about 4.9%;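 also: 0% = median of compound wells and 100% = cells with positive control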
Target sequence (Q8TDV0 whole entry, looked up): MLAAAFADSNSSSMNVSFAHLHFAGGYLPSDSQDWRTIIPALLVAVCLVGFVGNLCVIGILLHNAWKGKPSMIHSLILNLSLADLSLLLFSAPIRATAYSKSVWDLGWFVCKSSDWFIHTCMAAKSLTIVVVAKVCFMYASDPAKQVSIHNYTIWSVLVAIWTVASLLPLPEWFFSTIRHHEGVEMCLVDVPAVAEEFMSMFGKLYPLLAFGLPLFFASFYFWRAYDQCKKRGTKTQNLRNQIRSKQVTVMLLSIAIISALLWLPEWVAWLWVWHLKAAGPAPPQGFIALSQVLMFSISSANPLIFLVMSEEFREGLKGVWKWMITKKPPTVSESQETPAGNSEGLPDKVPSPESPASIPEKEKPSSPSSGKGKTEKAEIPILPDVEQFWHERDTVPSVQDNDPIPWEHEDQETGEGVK
MITF primary: MITF inhibitors, primary screen, biochemical, AlphaScreen, human | AlphaScreen MITF homodimerization, bead proximity signal | actives 0.91% (n = 650,000) | Microphthalmia-associated transcription factor (Homo sapiens), O75030 | inhibition, % at 2.6 µM; in the data active = inhibition above about 50%;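 also: 0% = vehicle wells with protein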
Target sequence (O75030 whole entry, looked up): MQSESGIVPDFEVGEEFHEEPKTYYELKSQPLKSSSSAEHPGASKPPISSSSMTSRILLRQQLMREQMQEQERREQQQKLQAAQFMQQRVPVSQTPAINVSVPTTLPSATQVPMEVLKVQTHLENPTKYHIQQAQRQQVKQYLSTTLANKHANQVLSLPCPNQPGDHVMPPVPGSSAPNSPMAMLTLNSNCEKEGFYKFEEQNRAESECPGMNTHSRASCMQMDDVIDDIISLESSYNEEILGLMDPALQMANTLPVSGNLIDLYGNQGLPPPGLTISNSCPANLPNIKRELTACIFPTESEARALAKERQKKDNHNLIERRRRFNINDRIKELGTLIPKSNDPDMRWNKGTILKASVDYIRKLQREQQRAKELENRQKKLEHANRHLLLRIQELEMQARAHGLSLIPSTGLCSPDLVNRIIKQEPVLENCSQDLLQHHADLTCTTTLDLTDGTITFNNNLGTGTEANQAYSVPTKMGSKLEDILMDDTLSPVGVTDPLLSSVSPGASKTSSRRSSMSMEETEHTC
An asterisk follows results filed as active. Compounds were not picked by outcome; overall some 3.5% were active at least once.

SMILES | TEAD-YAP block | FBW7 act | GPR151 activ | MITF primary
COC(=O)Cc1ccc(NC(=O)c2ccccc2-c2ccccc2C(=O)O)cc1 | -1 | 0.2 | 4.3 | 14
CCN1CCN(c2cc(C)c3cc(NC(=O)CNC(C)=O)ccc3n2)CC1 | -2 | -0.1 | 1.6 | -3
CCOC(=O)N1CCN(c2c(NCCN(C)Cc3ccccc3)c(=O)c2=O)CC1 | 2 | 0.2 | 0.5 | 9
COc1ccc(C2(NC(=O)c3ccc(N4CCCCS4(=O)=O)cc3)CCCC2)cc1 | -5 | -0.1 | -1.3 | 7
CCOC(=O)c1c(SC)sc(C(C)=O)c1C | -6 | 0.1 | -1.0 | 5
CCOCCCN(Cc1cc2cc(C)cc(C)c2[nH]c1=O)C(=O)N(CC)CC | 1 | -0.1 | -0.5 | 4
CN=C(NC1CCCCC1)c1ccc([N+](=O)[O-])cc1 | 6 | 0.2 | 0.0 | 10
CCOc1ccc(CC(=O)Nc2sc3c(c2C#N)CCCCC3)cc1OCC | 2 | 0.1 | 0.7 | -5
Cc1cc(C)nc(/N=C(\N)Nc2cccc(N)c2)n1 | 14 | -0.4 | -0.7 | 12
O=C(Cc1c(F)cccc1Cl)c1ccc(O)cc1O | 6 | -0.1 | -0.1 | 2
Cc1ccc(Cl)cc1N1CCN(C(=S)NCCN(C)C)CC1 | -3 | 0.1 | 1.8 | 9
CCOC(=O)c1c(NC(=O)c2ccc(S(=O)(=O)N3CCc4ccccc4C3)cc2)sc2c1CCN(C(C)=O)C2 | 17 | -0.1 | 0.2 | -9
CCn1c(C(=O)N2CCCC2)cc2sc(Cl)cc21 | -19 | 0.2 | 1.8 | 9
CC(=O)c1cccc(NC(=O)c2nn3c(C(F)(F)F)cc(-c4ccc(Br)cc4)nc3c2Cl)c1 | 3 | 0.0 | -1.1 | 15
CN(Cc1ccon1)C(=O)CC1C(=O)NCCN1Cc1cccc(Oc2ccccc2)c1 (stereo not given) | 14 | 0.1 | -1.1 | 9
Cc1ccc(Cl)cc1N1CCN(Cc2nnnn2C2CCCC2)CC1 | 0 | 0.0 | 1.0 | -2
CN(C)CCOc1cc(-c2cn[nH]c2)ccc1NC(=O)C(O)c1ccc(F)cc1 (stereo not given) | -2 | -0.1 | -0.9 | 7
Cc1ncn(-c2ccc(Nc3nccc(Nc4cccnc4)n3)cc2)n1 | 6 | 0.1 | 0.2 | 8
CC1=C(C(=O)OC(C)C)C(c2ccc(O)cc2)C2=C(CCCC2=O)N1 (stereo not given) | 7 | 0.1 | 0.6 | 2
CCOc1ccc(CN2CCN(Cc3ccc(C)cc3)C(CCO)C2)cc1CO (stereo not given) | 13 | 0.5 | -0.3 | 3
COc1ccccc1/C=N/NC(=O)CC(=O)NCc1cccnc1 | 1 | 0.2 | -1.1 | 12
O=C(CN1CCOCC1)N/N=C/c1ccc(C(=O)O)cc1 | 6 | 0.3 | -0.2 | 4
COc1ccccc1/C=C/C(=O)Nc1ccc(Cl)cn1 | -60 | -0.1 | 0.8 | 5
CC1(C)CC(=O)c2sc(NC(=O)COc3ccc(Cl)cc3)nc2C1 | 8 | -0.1 | 6.4* | 4
Cc1cc(C)nc(-c2cccc3c2OC(CNC(=O)CCc2ccc4c(c2)OCO4)C3)n1 (stereo not given) | 0 | -0.2 | 1.0 | 3
COc1ccc(C2C(C(=O)Nc3nc4ccc(OC)cc4s3)c3ccccc3C(=O)N2C)cc1 (stereo not given) | 6 | 0.0 | -1.2 | -15
CSc1ccc(C2C3CN(C(C)C)CC=C3C(C(=O)O)=C(N)C2(C#N)C#N)cc1 (stereo not given) | -7 | 0.1 | -0.6 | 8
CC(C(=O)NC1CCCC1)n1c2ccccc2c2cn[nH]c(=O)c21 (stereo not given) | -1 | 0.1 | 0.7 | 3
COC(=O)C(=C/C(C#N)=C/N(C)C)C(=O)OC | -3 | 0.7 | -1.2 | 7
CCOC(=O)c1c(NC(=O)c2ccccc2)sc2ccccc12 | 6 | -0.2 | 0.8 | -14
CCCCc1ncc(CN2CCC3(CC2)CC3C(=O)NCCc2ccccc2OC)[nH]1 (stereo not given) | 2 | 0.1 | -0.6 | 4
Cc1cccc(C)c1NC(=O)C1(NC(=O)c2ccn[nH]2)CCCCC1 | 0 | 0.1 | -0.9 | -1
Cc1nc2ncccc2c(=O)n1-c1ccc(F)c(NC(=O)COc2ccc(Cl)cc2Cl)c1 | -54 | -0.1 | -0.4 | 11
C/C(CC(=O)NC(C)(C)C)=N\NC(=O)c1cccc(Br)c1 | -27 | 0.3 | 1.1 | 8
Cn1c(C(=O)N2CCCC(C(=O)NCc3ccccc3)C2)cc2sccc21 (stereo not given) | 4 | 1.3 | 0.0 | 20
Cc1ccc(S(=O)(=O)N2Cc3ccccc3C[C@H]2C(=O)NCCc2ccccc2)cc1 | -7 | -0.1 | 0.3 | 16
C=CCN1C(=O)C2(C(C#N)=C(N)Oc3ccccc32)C2=C1CC(C)(C)CC2=O (stereo not given) | 2 | -0.1 | 1.0 | 0
O=C(Nc1ccc(N2CCOCC2)cc1)c1ccc2nc(Nc3nccc4ccccc34)sc2c1 | -23 | -0.1 | 1.0 | 31
c1cnc2c(SCCN3CCOCC3)cccc2c1 | -5 | 0.1 | 0.0 | 3
CCNc1nc(NCC)n2c(SCC(=O)Nc3ccccc3C(=O)OC)nnc2n1 | 15 | 0.4 | -0.8 | 6

As a working copy, 2 of the compounds above.
SMILES | TEAD-YAP block | FBW7 act | GPR151 activ | MITF primary
CCCCc1ncc(CN2CCC3(CC2)CC3C(=O)NCCc2ccccc2OC)[nH]1 (stereo not given) | 2 | 0.1 | -0.6 | 4
Cc1cccc(C)c1NC(=O)C1(NC(=O)c2ccn[nH]2)CCCCC1 | 0 | 0.1 | -0.9 | -1

(more compounds)
SMILES | TEAD-YAP block | FBW7 act | GPR151 activ | MITF primary
Clc1ccc(OCCCCn2ccnc2)cc1 | 12 | 0.1 | 0.1 | 7
O=C(/C=C/c1cccc(F)c1)c1ccc(N2CCOCC2)cc1 | -25 | -0.2 | -0.9 | -1
Nc1ccc2nc(CCCCc3nc4ccc(N)cc4[nH]3)[nH]c2c1 | -9 | -0.4 | -0.5 | -2
COCc1cc(C)nc2sc3c(c12)NC(=O)Cn1c-3nc2ccccc21 | -6 | 0.1 | -1.9 | -13
Cc1cc(N(C)C)nc(Nc2ccc(NS(=O)(=O)c3cccc(F)c3)cc2)n1 | 24 | -0.2 | 1.7 | 7
Cc1cc(Br)ccc1NC(=O)CCc1nc(-c2ccccc2F)no1 | -1 | 0.8 | 1.2 | 20
O=C(CN1Cc2ccccc2OC(c2ccccc2F)C1)NCCCN1CCOCC1 (stereo not given) | -1 | 0.7 | -0.9 | 13
COC(=O)CN1C(=O)S/C(=C/c2ccc(Br)cc2)C1=O | -5 | -0.2 | -0.7 | -9
COC(=O)c1sc2nc(C)c([N+](=O)[O-])c(C)c2c1N | -3 | 0.1 | -0.1 | 6
CC(=O)NC(=S)Nc1ccc(S(=O)(=O)N2CCc3ccccc32)cc1 | 11 | 0.2 | -1.5 | 22
Cc1cccnc1C(c1ccc(F)cc1)N(C)C(=O)C1CCN(C(=O)c2ccoc2)CC1 (stereo not given) | -6 | -0.6 | 0.6 | 7
CC(C)(C)C(=O)Nc1nnc(-c2ccncc2)o1 | -1 | -0.1 | 3.1 | -2
Cc1ccc(C)c(NS(=O)(=O)c2c(C)noc2C)c1 | 3 | 0.6 | -0.5 | 8
CCOC(=O)N1CCC(NC(=O)Cn2cc3c(n2)CCCCC3)CC1 | 5 | -0.1 | 1.0 | 4
CSc1nnc(CN2CCSCC2)n1C | 4 | 0.1 | -1.0 | 64*
Oc1ccc(Br)cc1C1N(Cc2ccccc2)CCN1Cc1ccccc1 | -3 | 0.0 | 2.7 | 1
Cc1nn(C)c(NC2CCCCC2)c1[N+](=O)[O-] | -13 | -0.2 | 0.1 | -8
CCCn1c(=O)c(C(=O)NCc2ccccc2Cl)c(O)c2ccccc21 | 2 | -0.1 | 1.1 | 5
COCC(=O)NCCc1ccc(S(N)(=O)=O)cc1 | -5 | 0.0 | 1.7 | 2
Cc1ccc(-c2ccccc2NC(=O)CSc2nnc3c(n2)-c2cccc4cccc-3c24)o1 | -18 | -0.7 | 0.3 | 7
CC1CCCCN1C(=O)CSc1nnc(Cc2ccccc2)n1C (stereo not given) | -1 | -0.1 | 1.1 | 3
O=C(CN1CCC(NC(=O)c2ccc(F)cc2)CC1)NC1CC1 | -5 | 0.3 | 0.1 | -7
O=C1C2C3c4ccccc4C([N+](=O)[O-])(c4ccccc43)C2C(=O)N1c1ccc(O)cc1 (stereo not given) | -10 | 0.1 | -1.5 | -10
O=C(Nc1ccccc1C(=O)NC1CCCCC1)c1cccc(S(=O)(=O)N2CCOCC2)c1 | -1 | 0.0 | 2.3 | -14
CN1CCN(C(=O)CC(C(=O)N2CCc3ccccc32)n2ccnc2)CC1 (stereo not given) | -7 | 0.8 | -1.0 | 17
Cc1c(C(=O)Nc2ccc(Cl)cn2)sc2ncn(CC(=O)N3CCCC(C)C3)c(=O)c12 (stereo not given) | 3 | -0.2 | -0.4 | 10
NC(=O)c1ccccc1NC(=O)COc1ccccc1Cl | -62 | 0.0 | 0.2 | 1
O=[N+]([O-])c1cccc(S(=O)(=O)Nc2ccc3c(c2)oc2ccccc23)c1 | 2 | -0.2 | 0.7 | 1
COc1ccccc1N(C(=O)c1csnn1)C(C(=O)NC(C)(C)C)c1ccccc1 (stereo not given) | 1 | -0.1 | -1.1 | 17
CC1(C)C2CC=C(/C=N/NC(=O)C3CC3)C1C2 (stereo not given) | 2 | -0.1 | 0.9 | 4
Cc1ccc(NC(=S)N2CCN(CCO)CC2)c(C)c1 | -8 | -0.2 | 2.8 | -7
CCOC(=O)c1cccc(C(=O)Nc2ccc(OC)cc2)n1 | 8 | 0.1 | -9.1 | -4
O=C(Nn1cnnc1)c1cccc(Cl)c1Cl | -1 | 0.0 | 0.3 | 8
Cc1ccc(S(=O)(=O)Oc2ccccc2N2C(=O)C3CC=CCC3C2=O)cc1 (stereo not given) | 14 | 0.4 | -0.1 | 13
CCCC(C(=O)OCC)/C(C)=N/NC(=O)Nc1ccccc1 (stereo not given) | -25 | 1.2 | -1.0 | 12
O=C(CN1CCC(n2nnc3ccccc32)CC1)Nc1ccc(Cl)c(C(F)(F)F)c1 | -5 | 0.1 | 1.7 | 12
COc1ccccc1N1CCN(C2CCCN(C3CCSCC3)C2)CC1 (stereo not given) | 4 | 0.0 | -0.4 | 8
C=C(C)CN1CCN(c2ncnc3sc4c(c23)CC(C)CC4)CC1 (stereo not given) | 5 | -0.1 | 0.8 | 4
Cc1cc2ccccc2c(=O)n1CC(=O)N1CCOCC1 | -4 | -0.1 | -1.6 | 10
COC(=O)c1ccccc1NC(=O)c1cnc(N2CCN(c3ncccn3)CC2)c2ccccc12 | -11 | 0.1 | -1.0 | 6
Cc1nc2ccc(NC(=O)NC3CCCCC3)cc2nc1C | -29 | 0.1 | -0.2 | 5
Cc1c(Cc2ccccc2)c(=O)oc2cc(O)ccc12 | 5 | 0.1 | 0.7 | -6
Cc1ccc(C)n1-n1c(C)nc2sc3c(c2c1=O)CCC(C)C3 (stereo not given) | 1 | 0.0 | -1.7 | 8
Cn1c(CN2CCN(C(=O)Nc3ccc(C(C)(C)C)cc3)CC2)nc2ccccc21 | 14 | 0.0 | -0.1 | 6
CCN1C(=O)N/C(=C/c2cn(Cc3ccccc3F)c3ccccc23)C1=O | -10 | 0.7 | -0.2 | 13
Cc1ccccc1NC(=O)NC(C)(C)C | 1 | 0.0 | 1.7 | 2

Nothing new here: 13 of the compounds above.
SMILES | TEAD-YAP block | FBW7 act | GPR151 activ | MITF primary
Cc1ccc(S(=O)(=O)Oc2ccccc2N2C(=O)C3CC=CCC3C2=O)cc1 (stereo not given) | 14 | 0.4 | -0.1 | 13
CCCC(C(=O)OCC)/C(C)=N/NC(=O)Nc1ccccc1 (stereo not given) | -25 | 1.2 | -1.0 | 12
O=C(CN1CCC(n2nnc3ccccc32)CC1)Nc1ccc(Cl)c(C(F)(F)F)c1 | -5 | 0.1 | 1.7 | 12
COc1ccccc1N1CCN(C2CCCN(C3CCSCC3)C2)CC1 (stereo not given) | 4 | 0.0 | -0.4 | 8
C=C(C)CN1CCN(c2ncnc3sc4c(c23)CC(C)CC4)CC1 (stereo not given) | 5 | -0.1 | 0.8 | 4
Cc1cc2ccccc2c(=O)n1CC(=O)N1CCOCC1 | -4 | -0.1 | -1.6 | 10
COC(=O)c1ccccc1NC(=O)c1cnc(N2CCN(c3ncccn3)CC2)c2ccccc12 | -11 | 0.1 | -1.0 | 6
Cc1nc2ccc(NC(=O)NC3CCCCC3)cc2nc1C | -29 | 0.1 | -0.2 | 5
Cc1c(Cc2ccccc2)c(=O)oc2cc(O)ccc12 | 5 | 0.1 | 0.7 | -6
Cc1ccc(C)n1-n1c(C)nc2sc3c(c2c1=O)CCC(C)C3 (stereo not given) | 1 | 0.0 | -1.7 | 8
Cn1c(CN2CCN(C(=O)Nc3ccc(C(C)(C)C)cc3)CC2)nc2ccccc21 | 14 | 0.0 | -0.1 | 6
CCN1C(=O)N/C(=C/c2cn(Cc3ccccc3F)c3ccccc23)C1=O | -10 | 0.7 | -0.2 | 13
Cc1ccccc1NC(=O)NC(C)(C)C | 1 | 0.0 | 1.7 | 2
